LmPK inh – LmPK (Leishmania mexicana) enzyme inhibition; Potency, µM (top dose mostly 57.5 µM), inactives show top-dose activity change, negative = inhibition, hits mostly inhibitors; purified LmPK, Kinase-Glo ATP luminescence, 1 h; AID 1721; 290,000 tested, 0.37% active; note: potency is the fitted concentration of half-maximal effect; % is set by controls: 0 for no effect and ±100 for the full control effect
Target sequence (Q27686 whole entry, looked up): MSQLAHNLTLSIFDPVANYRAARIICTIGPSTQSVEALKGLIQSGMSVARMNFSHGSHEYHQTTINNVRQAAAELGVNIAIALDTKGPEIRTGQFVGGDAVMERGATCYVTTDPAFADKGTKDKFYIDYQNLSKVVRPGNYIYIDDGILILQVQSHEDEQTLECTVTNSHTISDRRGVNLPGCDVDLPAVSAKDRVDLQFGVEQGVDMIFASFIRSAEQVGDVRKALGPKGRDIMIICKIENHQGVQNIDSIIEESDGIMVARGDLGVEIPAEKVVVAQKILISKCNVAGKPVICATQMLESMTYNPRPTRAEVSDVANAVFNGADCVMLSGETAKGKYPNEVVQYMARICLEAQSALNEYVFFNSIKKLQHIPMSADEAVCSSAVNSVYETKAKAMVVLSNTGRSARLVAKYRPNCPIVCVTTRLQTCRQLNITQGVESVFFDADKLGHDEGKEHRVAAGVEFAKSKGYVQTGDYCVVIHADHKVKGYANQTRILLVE
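In 50 mM imidazole pH 7.2 with 7 mM MgCl2, LmPK (0.1 nM) turned over PEP (0.5 mM) and ADP (0.1 mM) for 1 h at room temperature. Luciferase read-out of ATP.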
Pf growth 96h – P. falciparum growth inhibition at 96 hour, primary screen for plastid delayed-death inhibitors | P. falciparum luciferase reporter growth, 96 h | Potency, µM (series often up to 28.7 µM), inactives show at the highest dose activity change, negative = inhibition, hits mostly inhibitors | AID 504834 | 320,000 tested, 6.9% active; note: potency is the fitted concentration of half-maximal effect; % is set by controls: 0 for no effect and ±100 for the full control effect
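Erythrocytes infected with luciferase-expressing P. falciparum were dispensed at 2% hematocrit and 0.05% parasitemia (final), then incubated with compounds 96 hours at 37 C in 5% CO2. Luminescence after detection reagent addition reported growth.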
AMA1 RON2 block – AMA1-RON2 (P. falciparum) interaction inhibition. AID 720542. AlphaScreen AMA1-biotinylated RON2 peptide binding. 360,000 tested, 0.2% active. Potency, µM (doses to about 58.2 µM), inactives show top-dose activity change, negative = inhibition, hits mostly inhibitors;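 note: potency is the fitted concentration of half-maximal effect; 0% = vehicle wells and -100% = peptide control; nearly all actives have a fitted effect of over 45% in size; some results filed as inactive show a strong effect at the top dose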
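AMA1 (3D7) with his tag at 25 nM final met compounds first, then biotinylated RON2 peptide at 25 nM; detection used donor plus acceptor beads, 10 µg/mL apiece, read by AlphaScreen after 30 min at room temperature.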
Tb PYK inh – T. brucei pyruvate kinase inhibition | Q57TT1 | TbPYK enzyme, Kinase-Glo Plus ATP luminescence, 45 min | Potency, µM (titrated, usually from 76.8 µM), without a hit: at the highest dose activity, negative = inhibition, hits mostly inhibitors | 410,000 tested, 0.12% active | AID 624173; note: potency is the fitted concentration of half-maximal effect; % is set by controls: 0 for no effect and ±100 for the full control effect; nearly all actives have a fitted effect of over 50% in size
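Activity of T. brucei pyruvate kinase was followed by Kinase-Glo Plus luminescence after the enzyme reacted 45 min at room temperature with 130 uM ADP (final) and substrate. Test compounds were added before ADP at multiple concentrations.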
Shiga toxin inh – blocks Shiga toxin action in Vero cells; Vero cells, Shiga toxin protein synthesis inhibition reporter; inhibition, % at 38.7 µM; 290,000 tested, 9.2% active; AID 2315; in the data active = inhibition mostly above about 28%, no sharp cut-off; inactive = mostly below about 43%; note: 0% is about no effect
Pf growth 48h – P. falciparum growth inhibition at 48 hours (one generation) | AID 504832 | Potency, µM (series often up to 28.7 µM), for the others: at the top dose activity change, negative = inhibition, hits mostly inhibitors | P. falciparum luciferase growth in erythrocytes, 48 h | 310,000 tested, 5.9% active; note: potency is the fitted concentration of half-maximal effect; % is set by controls: 0 for no effect and ±100 for the full control effect
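Luminescence readout; reporter = integrated firefly luciferase in P. falciparum. RBC culture at 2% hematocrit, 0.1% parasitemia final, 37 C/5% CO2; decreased signal taken as growth inhibition.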
Cycloheximide cs – affects cycloheximide protein synthesis inhibition readout, counter-screen | 300,000 tested, 12% active | cell reporter, cycloheximide protein synthesis inhibition counterscreen | max response, %; in the data active = max response mostly above about 13%, no sharp cut-off; inactive = mostly below about 14%; note: read at 38.3 µM for the half of the compounds with a filed dose; 0% is about no effect
Starred values were filed as active, the others as inactive; ? = inconclusive; / = no result given; + = active, no number; & = joins results of further samples; [ ] = remark or other dose. Unless noted, calls come from the whole dose curve; as a rule, active = well fitted curve in the direction sought with a large enough effect; inconclusive = small, poorly fitted or top-dose-only effect, or another doubt; inactive = no such curve, though single readings can be large; an effect the other way counts as inactive or inconclusive.

SMILES	LmPK inh	Pf growth 96h	AMA1 RON2 block	Tb PYK inh	Shiga toxin inh	Pf growth 48h	Cycloheximide cs
Cc1ccc(C2=[N+]([O-])C3(CCCCC3=O)N(O)C2(C)C)cc1 (centres undefined)	1%	/	0%	-3%	-8	-13%	-1
Cc1cccn2c(CNCC3(c4ccccc4)CCCC3)c(C(=O)N3CCOCC3)nc12	1%	-15%	2%	-9%	-6	?	0
Cc1noc(C)c1C(=O)N1CCN(c2cccc(Cl)c2)CC1	5%	1%	1%	-1%	-20	1%	-1
O=C(CCN=C1NS(=O)(=O)c2ccccc21)OCc1c(F)c(F)c(F)c(F)c1F	/	14%	21%	4%	/	?	/
O=[N+]([O-])c1ccc2nc(-c3ccc(Cl)cc3)[nH]c2c1	-4%	-104%	-3%	-17%	+	?	92*
N#CCSc1nnc(C2CCCCC2)n1-c1ccccc1	-2%	0%[5.75 µM]	2%	1%	6	-7%	-2
O=C(O)COc1ccccc1/C=N/NC(=O)COc1ccc(-c2ccccc2)cc1	3%	11%	2%	0%	-4	94%[activator]	-2
COc1ccc(OC)c(CN2CCC(CO)(CCOc3ccccc3)CC2)c1	2%	-7%	1%	-2%	-16	13µM*	1
Cc1cccc(N2CC(C(=O)Nc3nnc(SCCC4OCCO4)s3)CC2=O)c1 (centres undefined)	-3%	?	32%[activator]	-2%	-8	?	-2
Cc1cc(C)cc(C(=O)NC(CC(N)=O)c2ccc(NCCN3CCOCC3)c([N+](=O)[O-])c2)c1 (centres undefined)	-2%	50%[activator]	-3%	-1%	-5	2%	-1
O=C(NCc1ccccc1CN1CCCC1)c1cccc(S(=O)(=O)Nc2ccc(F)cc2)c1	/	10µM*	-3%	-8%	/	13µM*	/
CSc1nc2nc(C)cc(-c3ccccc3)n2n1	-5%	/	11%	-4%	-1	13%	-1
CCn1c(CNc2ccc(Cl)cc2)nnc1SCC(=O)NCc1ccccc1	0%	10%	33%[activator]	-11%	3	-17%	-1
Cc1ccc(NC(=O)NC(=O)CN2C(=O)NC3(CCCCCCC3)C2=O)c(C)c1	4%	2%	4%	6%	10	-9%	-5
COC(=O)/C=C/C(=O)N1CCN(c2cccc(Cl)c2)CC1	2%	?	/	/	-10	?	-2
O=c1[nH]c(=O)n(C2CCCCC2)c(O)c1C=NCCCn1ccnc1	6%	/	-1%	-4%	-13	9%	0
OC1C=CSc2nc3ccccc3n21 (centres undefined)	-10%	-4%	3%	-9%	-18	?	-3
Cc1cccc(NC(=O)C(=O)C2C(=O)Nc3ccccc32)c1 (centres undefined)	-3%	35%[activator]	-15%	-2%	50	38%[activator]	9
COc1ccc(C)cc1NS(=O)(=O)c1ccc(-c2cnc(C3CC3)o2)cc1	-11%	?	-6%	-1%&-8%	10	?	-7
O=C(O)C1Oc2cc3ccccc3cc2O1	-2%	28%	-14%	3%	-5	41%[activator]	-3

A draw from above in order of count of non-hydrogen atoms, descending:
SMILES	LmPK inh	Pf growth 96h	AMA1 RON2 block	Tb PYK inh	Shiga toxin inh	Pf growth 48h	Cycloheximide cs
Cc1ccc(NC(=O)NC(=O)CN2C(=O)NC3(CCCCCCC3)C2=O)c(C)c1	4%	2%	4%	6%	10	-9%	-5
CCn1c(CNc2ccc(Cl)cc2)nnc1SCC(=O)NCc1ccccc1	0%	10%	33%[activator]	-11%	3	-17%	-1
Cc1cccc(NC(=O)C(=O)C2C(=O)Nc3ccccc32)c1 (centres undefined)	-3%	35%[activator]	-15%	-2%	50	38%[activator]	9
COC(=O)/C=C/C(=O)N1CCN(c2cccc(Cl)c2)CC1	2%	?	/	/	-10	?	-2
O=C(O)C1Oc2cc3ccccc3cc2O1	-2%	28%	-14%	3%	-5	41%[activator]	-3
OC1C=CSc2nc3ccccc3n21 (centres undefined)	-10%	-4%	3%	-9%	-18	?	-3

(further entries)
SMILES	LmPK inh	Pf growth 96h	AMA1 RON2 block	Tb PYK inh	Shiga toxin inh	Pf growth 48h	Cycloheximide cs
O=[N+]([O-])c1ccc(S(=O)(=O)N2CCN(C3CCN(Cc4ccccc4)CC3)CC2)cc1	0%	26%	-11%	-1%	-12	?	-6
Cn1c(C(=O)N2CCc3ccccc3C2)cc2c(=O)n3ccccc3nc21	1%	51%[activator]	49%[activator]	-6%	24	8%	20
CC(OC(=O)c1nc(Cl)ccc1Cl)C(=O)Nc1ccccc1F (centres undefined)	/	56%[activator]	-1%	-1%	/	54%[activator]	/
CC1(C(=O)N(CC(=O)NC2CCCC2)C2CCCC2)CC(=O)N=C2C=CC=CN21 (centres undefined)	-3%	/	-5%	1%	3	11%	-3
S=C(Nc1ccc(Cl)cc1)NC1CC2CCCC(C1)N2C1CC1 (centres undefined)	9%	10µM*	-2%	0%	-6	10µM*	-5
CCCCn1c(N)c(N(CCC(C)C)C(=O)c2ccc([N+](=O)[O-])o2)c(=O)[nH]c1=O	-2%	-28%	-2%	1%	11	0%	-2
CCN1/C(=C\C(C)=O)Sc2ccc(OC)cc21	-3%	-25%	-8%	-9%	-8	/	-4
CCNc1nc(NOC)nc(OCC#N)n1	-1%	43%[activator]	17%	-4%	-9	10%	0
O=C(O)CN1C(=O)c2cccc(Oc3ccc(Cl)cc3)c2C1=O	2%	/	-6%	4%	-30	14%	-3
O=C(CSc1nnc(NC(=O)C2CC2)s1)Nc1ccc2c(c1)OCCO2	12%	34%	10%	0%	-4	125%[activator]	-3
CCOC(=O)CSc1nnc(NC(=O)CCc2ccccc2)s1	4%	10%	4%	0%	2	17%	-1
COc1cccc(OCc2cc(C(=O)N3CCN(C(=O)c4ccco4)CC3)no2)c1	-3%	?	-1%	-15%	65*	-7%	45*
Cc1ccc(C(c2nnnn2Cc2cccs2)N2CCN(Cc3ccc4c(c3)OCO4)CC2)cc1 (centres undefined)	1%	9%	-8%	-2%	-16	?	2
CCCc1nnc(SCC(=O)N2CCOCC2)n1CCCOC	-4%	89%[activator]	0%	-11%	-10	23%	-5
COc1ccc(NC(=O)/C=C/c2ccccc2)cn1	-7%	51%[activator]	-7%	22%	86*	72%[activator]	35*
COc1ccc(OC2C(=O)N(CCc3ccc(OC)c(OC)c3)C2c2ccc3c(c2)OCO3)cc1 (centres undefined)	4%	?	-9%	1%	7	?	-2
COc1cccc2[nH]c3c(N4CCC(C(N)=O)CC4)ncnc3c12	0%	28%	-1%	0%	-5	-2%	-5
O=C(Nc1nnc(C2CCCCC2)s1)C1CC(=O)N(c2ccccc2)C1 (centres undefined)	-2%	-1%	-3%	-7%	13	-4%	-3
O=C(O)CSc1nc2ccc(NC(=O)COc3ccc(Cl)cc3)cc2s1	/	/	/	2%	6	/	11
CN1/C(=C\C(=O)COC(=O)c2ccc(O)cc2)C(C)(C)c2ccccc21	-8%	?	-10%	-2%	5	1%	-2
C=CCN1C(=O)c2cccc3c(Br)ccc(c23)C1=O	-5%	42%[activator]	-15%	3%	6	4%	4
CNc1nnc(-c2ccc(N(C)C)cc2)s1	?	-16%	-9%	-7%	19	129%[activator]	18*
COc1cc(C2CC(=O)Nc3c2c(=O)nc2c(C)cccn32)cc(OC)c1OC (centres undefined)	0%	?	-1%	2%&7%	-3	15%	5
Cc1ccc(S(=O)(=O)N2CCN(S(=O)(=O)N3CCC(C)CC3)CC2)c(C)c1	-5%	13%	-17%	1%	-2	-4%	11
Cc1ccc2cc(C#N)c(SCC(=O)N3CCCC3)nc2c1	9%	2%	-4%	-15%	27	-4%	22*
Cc1ccc(C(=O)N/C(=C\c2ccco2)C(=O)N2CCCCC2)cc1	1%	14%	7%	3%	-8	-4%	-3
O=C(CCS(=O)(=O)c1ccc2c(c1)NC(=O)CS2)NCc1ccccc1Cl	3%	12%	4%	-2%	6	5%	-3
COc1ccc(C2SCC(=O)N2c2ccc(OC)cc2)cc1 (centres undefined)	-6%	374%[activator]	0%	7%	15	3%	-2
O=C(/C=C/c1cccnc1)c1ccc(NC(=O)c2cccc(Br)c2)cc1	0%	?	9%	0%	22	?	1
NC(=O)C1CCN(C(=O)c2ccccc2CCc2ccccc2)CC1	6%	?	9%	-7%	-4	-17%	-3
CCOC(CNC(=O)C1CCN(S(=O)(=O)c2ccc3nc4c(c(C(=O)O)c3c2)CCCCC4)CC1)OCC	5%	-2%	0%	0%	-2	2%	-2
COC(=O)C1=C(C)N(C(C)C)C(=O)C1(NC(C)=O)C(F)(F)F (centres undefined)	-3%	37%[activator]	1%	4%	17	/	-2
CCOc1ccc(NC(=O)c2sccc2-n2cccc2)cc1	15%	27%	-29%	1%	28	3%	22
Cc1cccc(C(=O)NCCC(=O)Nc2nc(C)c(Cc3ccc4c(c3)OCO4)s2)c1	5%	-2%	-7%	4%	16	-2%	9
O=C(CSc1ccsc1[N+](=O)[O-])NCc1ccccc1	0%	15µM*	-13%	1%	112*	124%[activator]	44*
COC(=O)CSc1nc2c(c(-c3ccc(C)o3)c1C#N)CCCC2	1%	17%	-10%	0%	-23	-8%	1
COC(=O)C1C(=O)OC(C)(C)C1C(C)C(=O)c1ccccc1 (centres undefined)	-3%	?	-7%	-8%	-10	/	-3
COc1ccc(NS(=O)(=O)c2ccc3c(c2)N(C(C)=O)CCS3)cc1	-7%	?	-1%	-2%	-4	-3%	7
CN(CC(=O)Nc1ccc(N2CCOCC2)cc1)C(=O)c1cc(F)c(F)cc1Cl	/	?	13%	-4%	/	35%[activator]	/
Cc1ccc(N(C(=O)Cc2cccs2)C(C(=O)NC2CCCCC2)c2ccccn2)cc1C (centres undefined)	-7%	4.1µM*	14%	2%	32*	0%	16
Oc1ccc(N2CCN(C(c3ccncc3)c3nnnn3C3CCCC3)CC2)cc1 (centres undefined)	-1%	?	-3%	-18%	-9	?	1
COc1cc2c(cc1OC)C(C(=O)N1CCOCC1)C(c1cccs1)N(C)C2=O (centres undefined)	-4%	?	1%	0%	-6	33%[activator]	6
O=C(COc1ccc2c3c(c(=O)oc2c1)CCC3)NCC1CCC(C(=O)O)CC1 (centres undefined)	-3%	2%	-9%	7%	-13	15%	-3
COc1ccccc1NC(=O)COC(=O)C1CC1	-1%	3%	-1%	-1%	-3	-5%	8
N#Cc1c(SCC(=O)OCc2ccccc2)nsc1SCC(=O)OCc1ccccc1	-3%	-10%	27%	-3%	-8	/	-3
CCOc1ccccc1NS(=O)(=O)c1cc2c3c(c1)CC(=O)N3CCC2	1%	3%	-15%	-1%	-6	?	-2
COc1ccc(NC(=O)N2Cc3ccccc3CC2C(=O)NC(C)(C)C)cc1 (centres undefined)	-1%	34%[activator]	3%	-13%	4	12%	-2
Cc1ccc(-c2csc(Nc3ccccn3)n2)cc1	-4%	?	3%	-5%	/	-25%	35*
CC(C)N(C(=O)c1sc2cc([N+](=O)[O-])ccc2c1Cl)C(C)C	-8%	?	-2%	6%	-13	/	-5
Cn1c(SCC(=O)OC2CCCCC2)nnc1-c1ccc(S(=O)(=O)N2CCCC2)cc1	7%	2.3µM*	-1%	2%	-10	2.6µM*	3
CCS(=O)(=O)c1ccc(-c2csc(-c3ccc(Cl)cc3)n2)c(Cl)c1Cl	-1%	18%	6%	-26%	-6	17%	5

Source: PubChem (National Center for Advancing Translational Sciences (NCATS))
